M1 PAM = potentiates human M1 receptor response to acetylcholine | P11229 | CHO-K1 hM1, Fluo-8 calcium fluorescence, ACh EC20; 0% = ACh EC20, 100% = maximal ACh | activation, % at 3 µM | 0.088% of 360,000 active | AID 588819; in the data active means activation above about 19%, passing the limit was not always enough
M1 ag parental = M1 agonist counterscreen hit in parental CHO-K1 cells; Fluo-8 calcium fluorescence; scaled to maximal ATP response, vehicle zero; activation, % at 3 µM; 0.48% of 360,000 active; in the data active means activation above about 15%;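 further: untransfected CHO-K1 host cells lacking M1 receptor as counterscreen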
OXTR potentiator = potentiates the human oxytocin receptor response; P30559; CHO-OTR cells, Fluo-8 calcium fluorescence, potentiator mode; 0% = oxytocin EC15, 100% = EC100; activation, % at 3 µM; 0.061% of 320,000 active; AID 2445;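 active means activation above that plate's cutoff, the mean activation of tested compounds plus 3 SD, cut at about 6.6% in these data, passing the limit was not always enough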;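 further: 100% uses oxytocin at 75 nM as the full agonist control; some results filed as inactive read as strong as hits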
Target sequence (P30559 whole entry, looked up): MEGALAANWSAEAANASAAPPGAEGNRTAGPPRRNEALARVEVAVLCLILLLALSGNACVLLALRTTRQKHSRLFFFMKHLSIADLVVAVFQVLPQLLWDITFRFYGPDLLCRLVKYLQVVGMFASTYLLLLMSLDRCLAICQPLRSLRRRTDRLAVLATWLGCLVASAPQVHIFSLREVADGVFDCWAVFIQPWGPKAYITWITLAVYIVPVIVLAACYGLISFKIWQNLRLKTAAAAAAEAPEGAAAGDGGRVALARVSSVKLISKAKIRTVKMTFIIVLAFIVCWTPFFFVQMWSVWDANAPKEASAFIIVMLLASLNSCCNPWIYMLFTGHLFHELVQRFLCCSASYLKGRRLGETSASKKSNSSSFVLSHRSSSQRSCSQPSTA
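assay system = CHO-OTR cells, human receptor | schedule = compound 6 min at room temperature before oxytocin, 100 s read | detection = Fluo-8 intracellular calcium fluorescence, ex 470-495, em 515-575 nm | evaluation = normalized max/min fluorescence ratio, % activation | control set = EC15 oxytocin alone as 0%, 75 nM oxytocin (EC100) as 100%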
CHRM4 antagonist = CHRM4 antagonism in calcium assay. P08173. CHO-hM4 cells, ACh EC80, Fluo-8 calcium fluorescence. inhibition, % at 3 µM. 0.73% of 360,000 active. AID 624125;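 active means inhibition above its plate's cutoff, the mean inhibition of sample wells plus 3 SD, cut at about 27% in these data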;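 further: 0% = acetylcholine EC80 with DMSO and 100% = DMSO without agonist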
Target sequence (P08173 whole entry, looked up): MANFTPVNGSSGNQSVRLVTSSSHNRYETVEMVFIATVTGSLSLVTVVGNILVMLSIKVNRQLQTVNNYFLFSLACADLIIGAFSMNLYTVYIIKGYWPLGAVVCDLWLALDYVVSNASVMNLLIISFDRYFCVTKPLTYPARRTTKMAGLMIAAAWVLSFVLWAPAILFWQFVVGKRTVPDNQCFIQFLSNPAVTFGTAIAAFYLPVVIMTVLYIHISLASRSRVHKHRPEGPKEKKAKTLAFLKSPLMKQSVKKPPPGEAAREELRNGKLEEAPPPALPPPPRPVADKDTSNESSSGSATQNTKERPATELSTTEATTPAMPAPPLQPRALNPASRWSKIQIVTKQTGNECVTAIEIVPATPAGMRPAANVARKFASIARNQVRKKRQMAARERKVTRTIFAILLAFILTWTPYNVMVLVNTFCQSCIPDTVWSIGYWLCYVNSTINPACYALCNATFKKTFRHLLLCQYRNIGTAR
CHO-K1 Ca antag = M1 antagonist counterscreen hit in parental CHO-K1 cells. inhibition, % at 3 µM. 0.6% of 360,000 active. AID 602250. ATP-induced calcium, Fluo-8 fluorescence;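 active means inhibition above a per-plate cutoff, the plate's mean sample inhibition plus 3 SD, cut at about 24% in these data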;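 further: 0% = DMSO plus EC80 ATP and 100% = DMSO alone without ATP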
CHO parental Ca = counter-screen for OX1R antagonists: effect in parental CHO cells. parental CHO-K1, ATP-induced calcium, Fluo-8 fluorescence. inhibition, % at 5.6 µM. 0.63% of 330,000 active;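 active means inhibition above that plate's mean sample inhibition plus 3 SD, cut at about 26% in these data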;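 further: 0% = ATP-challenged DMSO wells and 100% = DMSO wells without ATP; some compounds past the cut are filed as inactive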
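Measured by: calcium-sensitive Fluo-8 fluorescence / Test system: CHO parental line / Controls: ATP-challenged DMSO wells low, unchallenged DMSO wells high / Measure: % inhibition / Compound: single nominal dose of 5.6 µM per compound / Replicates: single well per compound, no replicates / Reagent: ATP as calcium-mobilizing challenge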
M4 ag = agonists of human muscarinic M4 receptor (CHRM4). CHO-K1 hM4/Gqi5, Fluo-8 calcium fluorescence; vehicle 0%, full acetylcholine response 100%. activation, % at 3 µM. 0.14% of 360,000 active. AID 624127;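 active means activation above the run mean over all test wells plus 3 SD, cut at about 32% in these data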;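 further: peak over basal fluorescence ratio per well then scaled between controls; 0% = DMSO wells and 100% = acetylcholine at EC100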
M1 ag = human M1 muscarinic receptor agonism. CHO-K1 hM1, Fluo-8 calcium fluorescence, agonist mode; 0% DMSO, 100% acetylcholine EC100. 0.33% of 360,000 active. P11229. activation, % at 3 µM. AID 588814;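 active means activation above the run's mean compound activation plus 3 SD, cut at about 16% in these data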;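 further: peak over basal fluorescence ratio within a 140 s kinetic read after compound addition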
CHRM1 antagonist = blocks human M1 muscarinic receptor | P11229 | CHO-K1 hM1, Fluo-8 calcium fluorescence, ACh EC80 antagonist | inhibition, % at 3 µM | 1.3% of 360,000 active | AID 588852;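 active means percent inhibition above its own plate's cutoff, namely the mean of that plate's compound wells plus 3 SD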;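 further: peak over basal fluorescence ratio during 140 s after agonist addition; 0% = ACh EC80 plus DMSO and 100% = DMSO alone without agonist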
* marks the source's active call; other numbers are inactive results; . = not tested or not shown.

SMILES	M1 PAM	M1 ag parental	OXTR potentiator	CHRM4 antagonist	CHO-K1 Ca antag	CHO parental Ca	M4 ag	M1 ag	CHRM1 antagonist
COc1ccc(S(=O)(=O)Nc2ccccn2)cc1	7.6	0.8	-7.0	-12.6	-11.3	-3.7	1.2	-1.4	-15.4
CCOc1ccc(CN(C(=O)c2oc3ccccc3c2C)C2CCS(=O)(=O)C2)cc1 (stereo unspecified)	3.7	2.0	-3.1	-1.9	-11.7	-15.5	5.7	-0.3	4.9
Cc1cccc2c(C(=O)N3CCN(C(=O)c4ccco4)CC3)cc(-c3cccc(Br)c3)nc12	16.2	-0.4	-22.5	2.6	-4.8	-10.8	3.5	1.2	-10.2
O=C(Cn1cc2c(n1)CCCC2)NCCCN1CCN(c2ccccc2F)CC1	0.3	-0.1	-1.3	2.1	-1.2	-24.9	-0.2	-8.7	1.0
NC(=O)CC(NC(=O)Cc1ccc(Br)cc1)c1ccc(NC2CCN(Cc3ccccc3)CC2)c([N+](=O)[O-])c1 (stereo unspecified)	-35.9	-0.2	-5.5	-3.3	-4.7	-20.4	0.3	-13.2	43.3*
O=C(c1cn(-c2ccccc2)nc1-c1ccc(F)cc1)N1CCCCC1	4.1	16.9*	-5.2	3.9	-2.8	-2.8	0.6	-5.9	-5.1
C=CCC(c1ccccc1)N(C(C)=O)c1ccco1 (stereo unspecified)	1.4	1.2	-1.9	-0.2	0.2	-23.3	0.9	-12.3	0.2
CCOc1ccccc1C=NNC(=O)c1cccc2ccccc12	1.9	0.9	.	-14.6	-16.8	.	3.7	-1.2	-15.6
COc1ccc(OCc2n[nH]c(=S)n2Cc2ccco2)cc1	-0.5	3.4	-22.1	-2.8	-13.6	-8.5	1.3	-7.2	-3.4
Cc1ccc(-c2nnn(CC(=O)N(c3cnc4ccccc4c3)C(C(=O)NC3CCCC3)c3ccncc3)n2)o1 (stereo unspecified)	7.5	0.8	-12.4	-1.2	-14.8	-21.0	1.2	-6.0	-7.0
O=c1c2ccccc2ncn1CCOc1ccccc1[N+](=O)[O-]	1.4	0.3	0.4	-3.7	5.5	-16.9	0.0	-2.1	2.4
CCOc1ccc(-n2c(SCC)nc3c(c2=O)SCC3)cc1	10.5	0.8	-1.2	0.5	-10.8	-6.0	0.2	-0.1	-17.1
Cc1cc2cc(C)c(SCC(=O)NCc3ccco3)nc2cc1C	3.1	-0.6	0.3	-2.0	0.8	-17.4	-1.0	-6.1	-1.4
CCOC(=O)c1ccc(CNC(=O)Cn2nnc(-c3ccc(C)cc3)n2)o1	6.5	0.0	-8.6	-5.7	-4.0	-23.7	-0.8	-5.1	-11.6
N/C(=C/C(=O)c1ccccc1O)C(F)(F)F	8.7	0.7	-2.5	-4.5	-12.7	0.9	0.5	-5.0	-14.2
COc1ncnc2c1ncn2CCCN(CCCc1ccccc1)CCCn1cnc2c(OC)ncnc21	11.6	0.5	.	-16.8	3.6	.	0.0	-11.0	-12.4
O=c1cnnc(N/N=C/c2ccccn2)[nH]1	0.9	0.2	-1.2	-15.1	-8.0	-9.7	-0.2	-2.7	-6.8
CC(=O)N1CCN(Cc2nc3cc(NC(=O)C4CCCCC4)ccc3n2C)CC1	-3.5	0.1	-1.5	3.9	-1.1	-2.7	0.5	-5.0	3.9
Cc1coc2c1c(C)cc1oc(=O)c(CC(=O)NCC(=O)O)c(C)c12	13.1	-0.7	.	-8.7	-10.2	.	0.3	-2.3	-17.9
CCn1c(-c2nn(-c3ccc(C)cc3)ccc2=O)n[nH]c1=S	13.4	0.1	-6.6	-3.1	-14.6	-10.4	1.1	0.8	-19.7
C/C(=C\c1ccccc1)CN1CCC(C(=O)N2CCC(C)CC2)CC1	-0.3	1.3	-11.2	-0.5	-6.7	-8.9	2.0	-5.7	2.1
O=C(Nc1sc2c(c1C(=O)O)CCCC2)c1ccccc1Cl	3.6	0.1	-6.5	-3.3	-4.0	-4.2	-0.8	-3.4	-5.2
O=C(O)c1ccc(-c2cccc(-c3nn4c(=O)cc(N5CCNCC5)nc4s3)c2)cc1	9.4	1.6	.	5.1	-5.0	.	1.0	-4.0	-19.0
O=C(Nc1cccc(S(=O)(=O)Nc2ccccc2F)c1)c1ccco1	5.2	1.4	-4.9	-1.1	-9.2	-0.1	3.6	0.4	-17.2
COc1ccc(/C=N/n2cnnc2SCCO)cc1OC	2.9	0.1	-0.1	13.9	1.3	-3.2	0.9	-0.4	-3.5
COc1ccc(Br)cc1C(=O)Nc1cccc(C)c1	-2.3	0.6	-16.2	0.0	-9.5	-16.1	-0.2	-4.8	-6.1
CCOc1ccccc1N1CCN(Cc2cccc(OC)c2O)CC1	7.0	4.2	-6.6	-9.6	-21.6	-16.4	9.2	-10.9	-8.3
O=C(CN(C(=O)c1ccc(Cl)cc1)N1C(=O)C2C3C=CC(C3)C2C1=O)c1cccs1 (stereo unspecified)	-2.9	4.7	-5.4	-12.9	-15.2	-3.2	14.3	-3.2	9.2
Cc1noc(C)c1NC(=O)N(C)C[C@H]1OCc2cnnn2CCCC(=O)N([C@H](C)CO)C[C@@H]1C	9.3	-0.1	.	-17.1	15.5	.	0.0	4.2	-6.7
CCCCN(C(=O)Cc1ccc2c(c1)OCCO2)c1c(N)n(CCC)c(=O)[nH]c1=O	13.9	-0.4	-2.3	4.1	-6.5	-9.2	-0.1	-1.9	-13.6
Cc1cc(C(F)F)n2ncc(C(=O)N3CCC(C(N)=O)CC3)c2n1	7.0	1.2	-3.4	5.9	-10.8	-7.4	1.1	-3.4	-2.6
Cc1nc(Cl)c(C(=O)NCCc2ccccc2)c(C)c1[N+](=O)[O-]	17.1	0.8	-8.5	8.3	5.3	-13.7	0.3	-4.3	-12.9
COCCn1cnnc1SCC(=O)Nc1cc(C)on1	3.2	0.4	5.2	-2.7	-8.5	-4.2	0.4	-2.5	-13.7
CCOc1cc(/C=N/NC(=O)Cc2ccc(C(F)(F)F)cc2[N+](=O)[O-])c(Br)cc1OC	6.5	-0.2	-22.3	-14.4	-12.0	-20.7	0.2	-2.1	-14.8
CCn1c(CNC(=O)c2ccccc2F)cc2ccccc21	10.6	1.2	0.0	-8.7	-3.2	-16.2	3.1	-1.6	-18.0
COc1ccc(Cn2cc(CN3CC(N4CCCCC4)CS3(=O)=O)nn2)cc1 (stereo unspecified)	.	-0.1	.	-4.0	-1.9	.	-0.7	.	.
Cc1ccc(C(=O)NCCN2CCC(n3c(=O)[nH]c4ccccc43)CC2)cc1	.	0.3	.	0.3	13.7	.	2.5	.	.
O=C(Cc1cccs1)N/N=C/C(Cl)=C/c1ccccc1	1.9	2.6	-11.9	2.2	-6.5	-3.2	4.0	-7.1	-9.6
CC(=O)c1ccc(-n2nncc2C)cc1	6.6	1.4	-6.8	4.1	-3.2	-8.5	0.7	-1.4	-5.5
CCOC(=O)N(C)c1c(CC)nc2c(OCC(=O)C(C)(C)C)cccn12	6.9	0.2	.	-6.6	-4.0	.	-0.1	-4.2	-16.5
COc1cc(S(=O)(=O)N2CCN(Cc3ccc4c(c3)OCO4)CC2)ccc1NC(C)=O	-3.2	-0.3	4.0	-4.2	-7.2	-11.2	0.8	-4.5	-11.7
Cc1ccc(NC(=O)[C@@H]2O[C@H](CO)[C@@H](O)[C@H]2O)cc1C(F)(F)F	-11.7	-0.2	.	-0.1	3.4	.	0.0	-2.4	20.5
Cc1cccc(C)c1NC(=O)CNC(=O)C1CC(=O)N(Cc2ccccc2)C1 (stereo unspecified)	6.1	0.8	-4.8	1.2	-6.5	-5.4	3.1	-1.9	-5.2
COC(=O)Cn1cnc2sc(C)c(S(=O)(=O)N3CCC(C)CC3)c2c1=O	8.4	-0.2	-11.1	6.5	20.8	-5.5	0.1	-2.0	-9.3
O=C(c1ccccc1Cc1ccccc1)N1CCN(S(=O)(=O)c2ccccc2[N+](=O)[O-])CC1	0.9	1.5	-7.1	-5.2	6.3	-13.0	12.3	-3.3	-9.4
CC1CCOC(c2coc3ccccc3c2=O)O1 (stereo unspecified)	2.6	0.4	-10.6	0.2	-10.7	-12.5	1.3	-5.5	0.8
CCOC(=O)c1ccc(NCn2c(=O)oc3ccccc32)cc1	-6.2	1.5	-13.8	16.0	0.3	9.1	0.6	-5.7	3.6
NC(c1ccccc1)c1csc(Nc2ccc(C(=O)NCCO)cc2)n1 (stereo unspecified)	5.5	1.4	.	-17.0	-4.8	.	0.9	-2.5	-13.8
CCc1ccccc1NC(=O)c1cc(C)no1	-2.6	1.4	-4.2	3.9	18.1	-8.2	7.1	-1.9	2.5
CCc1ccc(NC(=O)C2CC(=O)Nc3ncnn32)cc1 (stereo unspecified)	4.4	-0.1	2.5	-2.5	-1.0	-6.0	0.1	-3.2	-5.0
CCC[C@@H](CN[C@@H](CNC)[C@H](C)CC)NCC1CCC(C(C)(C)C)CC1 (stereo partly specified)	1.6	3.0	-6.0	19.7	-1.4	-8.3	9.0	-7.0	2.4
CCCn1c(Nc2ccccc2C)nc2ccccc21	3.9	-0.3	-5.1	21.5	12.4	-3.7	0.3	-5.7	3.2
CCN1C(=O)[C@H]2[C@@H](c3ccc(C)cc3)N3C(=O)N(c4ccc(OC)cc4)C(=O)[C@@]3(Cc3ccc(Cl)cc3)[C@H]2C1=O	10.6	0.6	5.1	-11.5	-24.9	-31.2	4.0	-0.9	-11.5
COC(=O)N1CCCCC1c1cc(C(=O)Nc2ccc(OC)cc2C)no1 (stereo unspecified)	-2.4	0.1	.	-10.1	5.0	.	1.9	-3.7	7.0
Cc1cc(-c2ccc(Cl)cc2)n2nc(C)cc2n1	8.5	0.3	7.3	-14.1	-13.0	-12.3	-2.2	-7.8	-17.0
C/C(CC(=O)Nc1ccc(Cl)cc1)=N\NC(=O)C(=O)N1CCCCC1	10.4	0.9	-5.3	-4.2	-5.4	-16.3	1.2	-3.0	-8.3
CCc1ccc(OCCOCC(O)CNC(C)CC)cc1 (stereo unspecified)	-2.9	-0.3	-1.1	-3.9	7.3	-14.5	1.6	-6.9	2.8
CCOc1ccc(S(=O)(=O)Nc2ccccc2C(=O)NCc2ccco2)cc1	0.3	0.1	-8.9	7.2	5.4	-14.0	1.2	-4.1	3.6
COc1ccc(CNC(=O)CN(c2ccc(C)cc2)S(=O)(=O)c2c(C)noc2C)cc1	-9.8	0.4	-6.5	-6.0	-2.9	-20.1	0.6	-4.1	18.1
O=C(COC(=O)C1=COCCO1)NCCCc1ccccc1	5.3	0.0	4.4	21.3	1.1	-7.5	0.1	-0.9	-6.4
